S-ASM inh: blocks human secretory acid sphingomyelinase. P17405. placental ASM, HMU-PC fluorogenic substrate, 60 min. Potency, µM (top dose mostly 57.5 µM), without a hit: at the highest dose activity change, negative = inhibition, usual class: inhibitors. 0.006% of 340,000 active. AID 504937; further: potency means the concentration at half of the fitted maximal effect
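Fluorescence read-out (Ex 386 nm, Em 447 nm) after stopping the reaction at pH 10. Enzyme: ASM from human placenta; substrate HMU-PC0, 9 uM final; 60 min, 37 °C. Compound preincubation 10 min, ambient temperature.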
Coupling enz: inhibits coupling enzyme system, counter-screen for aldolase hits; coupling enzyme system counterscreen, AmpLite Red fluorescence; activity change, negative = inhibition, % at 58.2 µM, hits read low; 0.67% of 290,000 active; in the data active means activity change below about -30%; further: on the % scale 0 is the no-effect control and ±100 the full control effect
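Coupling enzymes only (glyceraldehyde-3-phosphate) + compound, at 57.5 uM final, 10 min RT; add substrate/coupling/AmpLite Red mix, 20 min RT; fluorescence ex 525/em 598 nm. Actives flag coupling-system interference.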
KCNH2 WT inh: inhibitors of human wildtype KCNH2 potassium channel | Q12809 | U2OS, BacMam KCNH2, thallium flux FluxOr; active compounds read low | activity change, % at 1.84 µM | 0.37% of 340,000 active | AID 720551;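 active means maximum activity change below -70%; inconclusive means maximum activity change between -70% and -50%; inactive means maximum activity change above -50%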; further: on the % scale 0 is the no-effect control and ±100 the full control effect
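U2OS cells transduced with wild-type KCNH2 virus are loaded with FluxOr dye for 45 min, and thallium flux is measured in kinetic reads before and after stimulation buffer. Rate constants are normalized to DMSO controls.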
MBNL1 CUG block: blocks human MBNL1 binding to CUG repeat RNA; TR-FRET MBNL1-His/biotin-(CUG)12 binding, 665/545 ratio; Potency, µM (top dose mostly 57.5 µM), for the others: at the highest dose activity change, negative = inhibition, actives largely listed as inhibitors; 0.036% of 280,000 active; AID 2675; active means well fitted inhibition curve with a large enough effect in the signal ratio, with a control signal flat, not every such curve was filed as active; inconclusive means small, poorly fitted or top-dose-only effect, or effect the other way, or a change in a side signal; inactive means no such curve, though single readings can be large or run the other way; the % refers to the signal ratio; further: potency means the concentration at half of the fitted maximal effect; on the % scale 0 is the no-effect control and ±100 the full control effect
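TR-FRET readout: Ex 340 nm, 665/545 nm emission ratio, normalized to buffer-only (basal) and MBNL1-(CUG)12 controls. Complex of MBNL1-His with Biotin-(CUG)12, compounds 92 nM–58 uM, incubated 60 min at room temperature.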
TRPV1 agonist: activates the human vanilloid receptor TRPV1; Q8NER1; TRPV1-expressing cells, Fluo-8 calcium influx, agonist mode; activation, % at 8.33 µM; 0.19% of 320,000 active; AID 540275; in the data active means activation above about 80%; inconclusive means between about 30% and that limit; further: 0% is about no effect
Target sequence (Q8NER1 whole entry, looked up): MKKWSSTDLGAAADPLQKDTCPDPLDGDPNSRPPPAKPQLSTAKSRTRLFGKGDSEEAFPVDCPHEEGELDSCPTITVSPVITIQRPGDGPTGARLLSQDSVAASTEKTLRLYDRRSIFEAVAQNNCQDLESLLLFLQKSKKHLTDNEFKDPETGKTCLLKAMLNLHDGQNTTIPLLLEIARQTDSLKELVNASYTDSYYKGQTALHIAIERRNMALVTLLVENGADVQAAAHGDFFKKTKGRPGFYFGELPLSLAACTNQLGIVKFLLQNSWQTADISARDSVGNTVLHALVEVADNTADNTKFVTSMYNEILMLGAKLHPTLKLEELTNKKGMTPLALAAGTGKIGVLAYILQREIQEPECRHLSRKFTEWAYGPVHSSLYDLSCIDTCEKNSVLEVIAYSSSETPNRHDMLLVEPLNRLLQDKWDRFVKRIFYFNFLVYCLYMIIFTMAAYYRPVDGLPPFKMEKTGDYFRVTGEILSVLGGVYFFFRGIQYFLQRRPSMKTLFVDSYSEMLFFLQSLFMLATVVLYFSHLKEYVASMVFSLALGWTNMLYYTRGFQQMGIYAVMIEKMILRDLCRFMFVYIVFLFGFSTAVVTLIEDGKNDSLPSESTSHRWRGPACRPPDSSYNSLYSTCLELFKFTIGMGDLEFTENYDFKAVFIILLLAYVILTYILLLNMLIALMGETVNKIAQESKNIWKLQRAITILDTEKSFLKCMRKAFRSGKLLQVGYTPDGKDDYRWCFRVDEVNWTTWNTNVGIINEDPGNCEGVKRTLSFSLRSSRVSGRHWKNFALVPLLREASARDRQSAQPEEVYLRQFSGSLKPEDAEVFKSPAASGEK
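Fluo-8 calcium influx in TRPV1-expressing cells, kinetic read (ex 480/em 520 nm). Compound added and read 3 min for agonist activity, followed by capsaicin at EC20 final and 2 min further read for enhancement.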
Integrin act MD: activators of alpha7 integrin expression for muscular dystrophy; alpha7betagal myoblasts, beta-gal FDG fluorescence, 48 h; AID 624291; 0.064% of 350,000 active; Potency, µM (titrated, usually from 38.3 µM), without a hit: at the top dose activation, hits mostly activators;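 further: potency means the concentration at half of the fitted maximal effect; 100% = response of the positive control SU9516; nearly all actives have a fitted effect of over 60% in size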
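alpha7betagal+/- myoblasts (passage 13, 250/well) treated 48 h at 37C with compounds at 1:260 dilution of DMSO stock. Lysed, then beta-galactosidase activity read as FDG fluorescence (ex 480/em 540) after 30 min, with pre-read for autofluorescence.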
KCNH2 3.1 inh: KCNH2 3.1 (human) potassium channel inhibition; U2OS KCNH2 3.1, thallium flux FluxOr; active compounds read low; activity change, % (tested at about 1.8 µM); 0.95% of 340,000 active;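 active means maximum activity change below -70%; inconclusive means maximum activity change from -70% to -50%; inactive means maximum activity change above -50%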;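 further: thallium influx rate constant from kinetic fluorescence after stimulation buffer; on the % scale 0 is the no-effect control and ±100 the full control effect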
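Normalized rate constant (relative to positive and negative DMSO controls) derived from a 2 min kinetic fluorescence read after stimulation; U2OS cells expressing the 3.1 isoform via virus at 1.77 x 10^8 /mL.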
GALK inh: inhibitors of human galactokinase. P51570. Purified GALK, Kinase-Glo residual ATP luminescence. Potency, µM (series often up to 57.5 µM), for the others: at the top dose activity change, negative = inhibition, hits mostly inhibitors. 0.007% of 270,000 active; further: potency means the concentration at half of the fitted maximal effect; on the % scale 0 is the no-effect control and ±100 the full control effect
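The enzyme phosphorylates galactose (100 uM) using ATP (35 uM); inhibition is detected as higher residual ATP, quantified by bioluminescence after 1 h reaction at room temperature, pH 8.0.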
CXXC DNA block: MLL CXXC-DNA interaction inhibition; MLL-CXXC / FITC-HOXA9 DNA fluorescence polarization; 0.037% of 290,000 active; Potency, µM (doses to about 115 µM), without a hit: at the top dose activity change, negative = inhibition, most hits filed as inhibitors; Q03164; active means well fitted inhibition curve with a large enough effect in the polarisation, with a control signal flat, not every such curve was filed as active; inconclusive means small, poorly fitted or top-dose-only effect, or effect the other way, or a change in a side signal; inactive means no such curve, though single readings can be large or run the other way; the % refers to the polarisation; further: potency means the concentration at half of the fitted maximal effect
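Fluorescence polarization: 7 uM MLL-CXXC (stock) preincubated 5 min with compounds, then 50 nM fluorescein-HOX-A9 DNA (stock) added; 30 min ambient. Buffer 50 mM Tris-HCl pH 7.5, 50 mM NaCl, 1 mM DTT, 0.05% BSA.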
A-T KAP1 phos: potential ataxia-telangiectasia treatment. […] A-T fibroblasts, KAP-1 phosphorylation AlphaLISA; neocarzinostatin DNA damage 30 min before lysis. Potency, µM (top dose mostly 57.5 µM), inactives show top-dose activation, usual class: activators. 0.19% of 320,000 active; further: potency means the concentration at half of the fitted maximal effect; % of control where 0% means no effect; nearly all actives have a fitted effect of over 45% in size
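ATM-like activity read as KAP-1 phosphorylation via AlphaLISA donor/acceptor antibody pairs after lysis and 6 hr at 25C. Cells were ATM-null patient fibroblasts ([…], hTERT), dosed 60 min, then exposed to the DSB inducer NCS for 30 min.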
The depositor's hits bear a star; ? = inconclusive; / = no result given; [ ] = dose if it differs, or a comment. Unless noted, the call rests on the fitted dose curve; in most records, active means well fitted curve in the direction sought with a large enough effect; inconclusive means small, poorly fitted or top-dose-only effect, or another doubt; inactive means no such curve, though single readings can be large; an effect the other way counts as inactive or inconclusive.

smiles,S-ASM inh,Coupling enz,KCNH2 WT inh,MBNL1 CUG block,TRPV1 agonist,Integrin act MD,KCNH2 3.1 inh,GALK inh,CXXC DNA block,A-T KAP1 phos
COc1ccc(N2CCN(C(=O)Cc3ccc(C)cc3)CC2)cc1,1%,0,-3,1%,13,11%,-6,-2%,-3%,-2%
Oc1ccc(Nc2nnc(-c3ccc(O)cc3)c3ccccc23)cc1,-3%,-3,0,8%,1,39%,13,-3%,-3%,0%
COc1ccc2[nH]c(CN3CCN(CC=C(C)C)C(CCO)C3)c(C)c2c1 (stereo not given),9%,0,0,-16%,8,3%,12,2%,-6%,-24%
Cc1ccc(OCCCC(=O)Nc2ccc(N3CCOCC3)cc2)cc1,3%,-1,4,-4%,?,-3%,11,1%,-3%,-4%
S=c1[nH]ncn1/N=C/c1ccccc1,0%,-2,-7,-7%,1,12%,0,-1%,-6%,-4%
CC1CCCN(CC(O)CN2CCN(CC(O)CN3CCCC(C)C3)C(C)C2)C1 (stereo not given),-1%,/,-3,/,/,-29%,-6,/,/,/
CSC1=C(C#N)C(CC(C)C)C2=C(CCCC2=O)N1 (stereo not given),30%[activator],-6,8,12%,8,-9%,?,0%,-3%,3%
CC(C)(NC(=O)NC(CO)c1ccccc1)c1cccc(C(C)(C)NC(=O)NC(CO)c2ccccc2)c1 (stereo not given),1%,/,16,/,-4,6%,16,/,/,-3%
Cc1nn(Cc2cccc(C(=O)Nc3ccn(Cc4ccccc4F)n3)c2)c(C)c1[N+](=O)[O-],-3%,2,-2,1%,1,10%,-4,-2%,2%,-1%
COc1cc(/C=N/NC(=O)CNC(=O)c2cccs2)ccc1O,20%,1,1,?,-2,4%,1,/,11%,1%
O=C(Nc1ccc2nc(-c3ccco3)[nH]c2c1)c1ccco1,2%,0,-1,-12%,9,23%,5,0%,-8%,/
CC1CN(CC(O)COc2ccc(C(C)C)cc2)CC(C)O1 (stereo not given),1%,7,9,2%,3,9%,-2,0%,0%,2%
O=C(COc1ccc2c3c(c(=O)oc2c1)CCC3)NCc1ccccn1,3%,/,-18,-2%,-2,7%,0,3%,-6%,4%
CC(C)CCOc1ccc(/C=N/N2C(=O)CSC2=S)cc1,-2%,1,3,6%,1,-9%,1,-2%,4%,-5%
Cc1ccc(S(=O)(=O)N2CC=C(N)N2)cc1,6%,/,-28,/,/,29%,-31,/,/,/
CN(CCCNC(=O)c1cc2c(Cl)nc3ccccc3c2s1)Cc1ccccc1,-8%,-1,-307*,-4%,13,-60%[inhibitor],/,3%,4%,-7%
CCN(CC(=O)NCc1cccs1)C(=O)CCCOc1ccc(C(C)(C)C)cc1,-3%,/,0,/,?,0%,4,/,/,-5%
Fc1ccc(CNC(=S)NC2CCCC2)cc1,5%,2,0,0%,?,6%,23,2%,7%,3%
O=C(CCCn1c(=S)[nH]c2cc3c(cc2c1=O)OCO3)N1CCN(c2ncccn2)CC1,1%,1,16,-14%,-2,-18%,14,1%,2%,4%
N#C/C(=C\c1ccc(OCCN2CCOCC2)cc1)C(=O)Nc1ccccc1,-1%,3,-4,18%,8,-11%,/,1%,?,2%
Cc1ccc(NC(=O)CSc2sc3c(O)cc(=O)[nH]c3c2C#N)c(F)c1,0%,0,-2,?,-1,-19%,4,-6%,15%,-7%
C/C(=N\OCC(=O)OCC(=O)N(Cc1ccccc1)C(C)(C)C)c1ccc2c(c1)OCO2,-2%,/,1,/,15,-2%,-10,/,/,22%
Cn1c(=O)c2c(-c3ccccc3)n(-c3ccccc3O)cc2n(C)c1=O,-2%,-1,-3,7%,28,-12%,-6,0%,7%,/
COC(=O)c1ccc(N2CCN(C)CC2)c(NC(=O)c2cccnc2)c1,-2%,-1,-2,0%,-2,5%,6,-1%,0%,2%
Cc1ccccc1-c1nc(CS(=O)(=O)CC(=O)NCCN2CCCC2)c(C)o1,2%,-1,2,-3%,1,-61%[inhibitor],10,-4%,16%,0%
C=CCOCC(O)CS(=O)(=O)Cc1ccc(Cl)cc1 (stereo not given),-2%,1,8,-2%,-4,1%,-4,1%,2%,1%
CCOC(=O)C1CCN(S(=O)(=O)c2c(C)[nH]c(=O)[nH]c2=O)CC1,1%,1,-9,-4%,1,9%,3,2%,3%,0%
Cc1ccc(NC(=O)C/C(N)=N/O)cc1C,3%,0,20,19%,-1,10%,-10,-1%,11%,-10%
COc1ccc(C(=O)c2ccccc2)c2c(O)ccc(C(=O)c3ccccc3)c12,-1%,0,-12,1%,0,-34%,-1,0%,10%,5%
Cc1cccc(C)c1OCC(=O)Nn1c(COc2ccccc2)nc2ccccc2c1=O,-4%,6,3,4%,?,-12%,15,1%,0%,-2%
Nc1nnc(-c2cccc([N+](=O)[O-])c2)o1,3%,3,-92*,/,/,-17%,5,-1%,5%,-7%
COC(C(=O)NC1CC1)c1ccccc1 (stereo not given),3%,0,-4,8%[11.5 µM],0,-2%,9,/,-9%,0%
Cc1ccc(-n2cc(-c3ccccc3)c3c(N4CCN(C)CC4)ncnc32)cc1,0%,0,7,1%,12,30%,-7,-1%,-1%,17%
Cc1nnc(SCC(=O)N2c3ccccc3C(C)(c3ccccc3)CC2(C)C)s1 (stereo not given),?,1,-15,/,?,13%,-16,1%,5%,8%
CCn1c(CNc2cccc(C(F)(F)F)c2)n[nH]c1=S,1%,0,-2,-3%,4,7%,-2,5%,4%,2%
Cc1cccc(-c2nc(=S)c3c(o2)CCCC3)c1,0%,2,2,2%,-1,8%[7.66 µM],-3,-1%,-2%,7%
CCCn1c(=O)[nH]c(=O)c2c1nc(-c1ccc(C#N)cc1)n2CCOC,17%,0,-2,16%,-1,-19%,-1,-1%,-4%,3%
CCC(=O)c1cc2c(C)cc(=O)oc2c(C)c1OC,-1%,0,-3,4%,-2,8%[7.66 µM],-8,0%,0%,0%
CC(C)NC(=O)CC1C(=O)NCCN1CC(c1ccccc1)c1ccccc1 (stereo not given),4%,-4,-1,-4%,0,14%,11,0%,2%,7%
CN(C)C(=O)/C(=C\c1ccncc1)NC(=O)c1ccccc1,1%,-13,5,8%,2,18%,2,1%,3%,5%[11.5 µM]
COc1ccc(CCn2c(N)cc(=O)[nH]c2=O)cc1OC,0%,0,18,-1%,-5,5%,-6,-1%,8%,-5%
CC(=O)c1cnn(-c2ccccc2)c1C,0%,3,-6,1%,3,37%,0,-3%,12%,2%
COc1ccc(CCNC(=O)C2CCN(S(=O)(=O)c3c(C)noc3C)CC2)cc1OC,-3%,3,25,6%,-2,2%,0,-1%,-7%,/
Nc1ncnc2sc3c(c12)CCNC3,3%,1,/,-26%,-2,-1%,17,-1%,10%,26%
Cc1ccc(CNC(=O)Cn2ccc3cc(S(=O)(=O)N4CCCC4)ccc32)o1,-3%,2,9,-10%,-2,21%,11,7%,10%,2%
O=C(NNc1c(Cl)cncc1Cl)c1cccs1,0%,-1,-1,/,-1,-11%,-30,0%,-13%,6%
O=C(NS(=O)(=O)Oc1ccc(Cl)cc1)OC[C@@H]1CCCN2CCCC[C@H]12,0%,4,-2,?,-6,1%,-10,/,9%,-8%
COc1ccc(CCNC(=O)CN(c2ccc(OC)c(OC)c2)S(=O)(=O)c2ccccc2)cc1OC,-4%,/,16,-1%,2,0%,17,-3%,6%,10%
CCOC(=O)c1cc(N)cc([N+](=O)[O-])c1,-3%,1,-3,/,-7,38%,-8,2%,-8%,/
Cc1ccc(/C=C/S(=O)(=O)NCC(=O)OCC(=O)Nc2ccc(C(=O)N(C)C)cc2)cc1,0%,/,-3,/,-6,2%,-5,/,/,-8%
Cc1ccc(NC(=O)Nc2nnc(Cc3ccc(F)cc3)s2)cc1,-1%,1,-1,-5%,2,-3%,-3,0%,13%,-3%
FC(F)(F)c1nc2ccccc2nc1N/N=C\c1ccccc1,-5%,-4,-5,?,?,14%,-4,-8%,-17%,0%
NC(CSC1(c2ccccc2)c2ccccc2-c2ccccc21)C(=O)O (stereo not given),0%,/,3,/,/,-1%,-20,/,/,/
O=C(N/N=C/c1cc([N+](=O)[O-])cc([N+](=O)[O-])c1O)C(O)(c1ccccc1)c1ccccc1,-1%,/,-9,/,3,-13%,3,/,/,13%
CCN=C1Sc2nc3ccc(OCC)cc3cc2CN1CCOC,1%,1,9,9%,6,1%,-7,2%,-2%,4%
COCCn1c(=O)[nH]c(=O)c2c1nc(-c1cc(Br)c3c(c1)OCO3)n2Cc1ccccc1,2%,0,0,2%,1,0%,1,-3%,13%,2%

Outcome played no part in choosing rows; about 2% have a hit in one of these screens.
